DENV2 CPE rescue: inhibitors of DENV2 cytopathic effect, primary screen, cell-based, plate reader, single concentration; DENV2-infected cells, cytopathic effect rescue; hit rate 1.7% among 350,000; CPE inhibition, % at 9.99 µM; in the data active means CPE inhibition above about 20%, passing the limit was not always enough; inconclusive means no clear call, values can overlap the other calls; tested in BHK-21 cells;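 further: 0% = median of neutral control wells and 100% = median of positive control wells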
ERp5 block: inhibitors of ERp5-driven insulin aggregation, primary screen, biochemical, turbidity, absorbance 650 nm, single point; Protein disulfide-isomerase A6 (Homo sapiens), Q15084; 90 min; inhibition, % at 9.99 µM; hit rate 0.05% among 350,000;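 active means mean replicate inhibition above about 25%, with every replicate also reaching it, limit read from the data, passing the limit was not always enough; inconclusive means only one of those two criteria met; inactive means neither criterion met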
SIRT5 block: SIRT5 desuccinylase inhibitors, primary screen, biochemical, fluorescence imaging, single point, set 5; Purified SirT5, succinyl-peptide AMC, trypsin-coupled fluorescence; AID 652115, 2013; hit rate 1.1% among 330,000; inhibition, % at 15 µM; NAD-dependent protein deacylase sirtuin-5, mitochondrial (Homo sapiens), Q9NXA8; in the data active means inhibition above about 15%; inconclusive means no clear call, values can overlap the other calls
ERAP1 inh: human ERAP1 aminopeptidase inhibitors, primary screen, biochemical, single point, plate reader | hit rate 0.15% among 340,000 | AID 652197, 2013 | inhibition, % at 10.7 µM | recombinant ERAP1, Leu-AMC fluorescence, 60 min;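 active means mean replicate inhibition of at least 30%, or all replicates individually reaching that 30% level; inactive means mean below 30% and not every replicate reaching it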;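 further: 0% = neutral control wells and 100% = L-leucinethiol positive control wells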
Target sequence (Q9NZ08 whole entry, looked up): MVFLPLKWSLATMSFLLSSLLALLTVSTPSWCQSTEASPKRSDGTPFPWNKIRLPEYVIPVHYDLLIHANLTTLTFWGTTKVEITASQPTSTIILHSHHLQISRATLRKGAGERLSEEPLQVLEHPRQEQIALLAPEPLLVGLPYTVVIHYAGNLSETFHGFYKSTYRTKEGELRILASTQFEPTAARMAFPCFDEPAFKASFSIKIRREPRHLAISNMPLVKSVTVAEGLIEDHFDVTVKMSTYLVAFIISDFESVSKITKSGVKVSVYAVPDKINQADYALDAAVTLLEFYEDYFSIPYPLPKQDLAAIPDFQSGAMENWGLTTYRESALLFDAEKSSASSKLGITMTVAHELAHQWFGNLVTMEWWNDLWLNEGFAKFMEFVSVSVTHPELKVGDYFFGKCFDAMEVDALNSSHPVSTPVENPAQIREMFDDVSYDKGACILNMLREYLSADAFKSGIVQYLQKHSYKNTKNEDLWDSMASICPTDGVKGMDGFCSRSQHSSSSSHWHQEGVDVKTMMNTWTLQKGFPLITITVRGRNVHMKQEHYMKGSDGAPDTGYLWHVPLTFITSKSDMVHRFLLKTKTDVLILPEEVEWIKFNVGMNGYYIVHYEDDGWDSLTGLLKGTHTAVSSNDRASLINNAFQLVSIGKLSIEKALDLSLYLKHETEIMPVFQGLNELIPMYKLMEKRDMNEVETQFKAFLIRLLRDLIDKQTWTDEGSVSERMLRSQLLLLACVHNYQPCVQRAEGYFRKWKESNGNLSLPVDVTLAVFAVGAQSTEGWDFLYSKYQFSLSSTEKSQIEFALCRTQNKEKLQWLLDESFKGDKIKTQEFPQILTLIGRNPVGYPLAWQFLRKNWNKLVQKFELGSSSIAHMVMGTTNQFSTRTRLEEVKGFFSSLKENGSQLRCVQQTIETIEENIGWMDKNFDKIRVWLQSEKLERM
Casp6 inh: human caspase-6 inhibitors, primary screen, biochemical, VEID-R110 fluorescence, single point, set 2; hit rate 0.53% among 350,000; inhibition, % at 12.5 µM; AID 686996, 2013; purified caspase-6, Z-VEID-R110 cleavage fluorescence;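 active means mean inhibition across replicates at least about 35%, with every replicate also reaching that limit, limit read from the data; inconclusive means only one of the two criteria met; inactive means neither criterion met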;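 further: 0% = median of neutral control wells and 100% = no fluorescence left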
miR-122 sensor: miR-122 Renilla sensor signal increase in Huh7, primary screen, miR-122 inhibitor project, cell-based, single point, plate reader; Huh7 miR-122 Renilla luciferase sensor, 48 h; neutral wells = 0, positive control = 100; activation (reporter increase), % at 12.5 µM; hit rate 0.3% among 340,000; AID 602342, 2012;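 active means mean replicate activation score at least 90 and every replicate individually at or above 90; inconclusive means only one of the two criteria met; inactive means neither criterion met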;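 further: higher luciferase means less miR-122 activity so hits act as miR-122 inhibitors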
CFTR F508del cor: F508del CFTR correction, initial screen, CFBE line, single point; CFBE cells, YFP halide quenching; stimulated with forskolin plus potentiator P3; % fluorescence drop versus neutral controls; activity (quench increase), % at 7.58 µM; hit rate 0.36% among 350,000; AID 720511, 2013;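 active means mean added fluorescence quench of at least 8% versus neutral control, with both replicates also reaching 8%; inconclusive means only one of the mean or replicate conditions met; inactive means mean below 8% and not both replicates reaching 8%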;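 further: cells transiently co-express mutant CFTR-F508del with the halide-sensitive YFP; corrector assay measuring rescue of mutant channel to the surface after 24 h compound exposure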
An asterisk follows results filed as active; & = joins results of further samples; [ ] = remark or other dose.

What do the screens show for `COC(=O)CSCc1nc2ccccc2[nH]c1=O`?
DENV2 CPE rescue: -10; ERp5 block: 5; SIRT5 block: 0; ERAP1 inh: -6; Casp6 inh: 7; miR-122 sensor: -3; CFTR F508del cor: -2.8

What do the screens show for `O=c1[nH]c(=O)c2nc(-c3ccc(Cl)cc3)cnc2[nH]1`?
DENV2 CPE rescue: -2; ERp5 block: 2; SIRT5 block: -2; ERAP1 inh: -21; Casp6 inh: 0; miR-122 sensor: -3; CFTR F508del cor: 0.3

How did O=C(Nc1ccc(Cc2ccncc2)cc1)c1cc(F)c(F)cc1Cl do in these assays?
DENV2 CPE rescue: -2; ERp5 block: 0; SIRT5 block: -3; ERAP1 inh: -3; Casp6 inh: 1; CFTR F508del cor: 0.1

How did O=C(Nc1c(Cl)cc2c(c1Cl)Cc1cc([N+](=O)[O-])ccc1-2)C(Cl)Cl do in these assays?
DENV2 CPE rescue: -9; ERp5 block: 0; SIRT5 block: -2; ERAP1 inh: 1; Casp6 inh: 3; CFTR F508del cor: -0.9

Results for CC(C)CN(CC(C)C)C(=O)CN1C(=O)NC2(CCCc3ccccc32)C1=O (stereo not given) ?
DENV2 CPE rescue: -4; ERp5 block: 3; SIRT5 block: 2; ERAP1 inh: 0; Casp6 inh: 1; CFTR F508del cor: 3.7

Results for COc1cccc(-c2cnc3c(c2)C(=O)N([C@H](C)CO)C[C@H](C)[C@H](CN(C)Cc2ccccc2)O3)c1 ?
DENV2 CPE rescue: inconclusive; ERp5 block: 8&2; SIRT5 block: -5&-2; ERAP1 inh: -1&-2; Casp6 inh: 2&0; miR-122 sensor: 9&6[16.7 µM]; CFTR F508del cor: 1.7&1.5

How did CCN(CC(=O)NCc1ccc(F)cc1)C(=O)c1oc2ccccc2c1C do in these assays?
DENV2 CPE rescue: 7; ERp5 block: -3; SIRT5 block: -1; ERAP1 inh: 2; Casp6 inh: 1; CFTR F508del cor: -0.5

How did O=C1O[C@@H](c2ccccc2)[C@@H](c2ccccc2)N2[C@@H](c3ccc(O)cc3)[C@]3(C(=O)Nc4ccc(C#CC5=CCCCC5)cc43)[C@@H](C(=O)N3CCCCCCC3)[C@H]12 do in these assays?
DENV2 CPE rescue: 7; ERp5 block: -8; SIRT5 block: 3; ERAP1 inh: 1; Casp6 inh: 1; CFTR F508del cor: 0.3

What do the screens show for `C[C@@H]1CN([C@@H](C)CO)C(=O)Cc2cc(NC(=O)C3CCCCC3)ccc2O[C@H]1CN(C)S(=O)(=O)c1ccc(F)cc1`?
DENV2 CPE rescue: -6; ERp5 block: 3; SIRT5 block: 4; ERAP1 inh: 0; Casp6 inh: -3; miR-122 sensor: -7[16.7 µM]; CFTR F508del cor: 4.2

How did Cc1cc(C)c(NC(=O)C(C)N2CCCCCC2)c(C)c1 (stereo not given) do in these assays?
DENV2 CPE rescue: 11; ERp5 block: 8; SIRT5 block: -6; ERAP1 inh: -1; Casp6 inh: 0; CFTR F508del cor: -0.9

Results for COC(=O)Nc1nnc(-c2ccccc2OC)s1 ?
DENV2 CPE rescue: -2; ERp5 block: 0; SIRT5 block: -6; ERAP1 inh: 4; Casp6 inh: -1; CFTR F508del cor: 0.0

What do the screens show for `O=C(C[C@H]1C/C=C/CC[C@H](Cc2ccc(F)cc2)C(=O)O[C@H](c2ccccc2)CNC1=O)NCCO`?
DENV2 CPE rescue: inconclusive; ERp5 block: 1; SIRT5 block: 0; Casp6 inh: 0; CFTR F508del cor: -1.4

Results for CCCN1[C@H](C(=O)N[C@@H](C)c2ccccc2)[C@@H](CO)[C@@H]2Cn3c(ccc(-c4ccc(F)cc4)c3=O)[C@@H]21 ?
DENV2 CPE rescue: inconclusive; ERp5 block: 0; SIRT5 block: -3; ERAP1 inh: 0; Casp6 inh: -1; miR-122 sensor: 1[16.7 µM]; CFTR F508del cor: -1.8

What do the screens show for `CN1C(=O)c2cc(NC(=O)C3CCCC3)ccc2OC[C@@H]2O[C@H](CC(=O)NCc3ccccc3F)CC[C@H]21`?
DENV2 CPE rescue: -6; ERp5 block: 5; SIRT5 block: 0; ERAP1 inh: 6; Casp6 inh: 1; CFTR F508del cor: -1.9

How did COc1ccc(CCNC(=O)c2cc(Cl)nc3ccccc23)cc1 do in these assays?
DENV2 CPE rescue: -8; ERp5 block: 0; SIRT5 block: 0; ERAP1 inh: 0; Casp6 inh: -4; miR-122 sensor: -5; CFTR F508del cor: -0.9

How did CCCC/C=C/c1cccc2nncn12 do in these assays?
DENV2 CPE rescue: 29*; ERp5 block: 3; SIRT5 block: -4; ERAP1 inh: 2; Casp6 inh: 0; miR-122 sensor: 1; CFTR F508del cor: 3.2

Results for CC12CCC(C/C1=N/OC(=O)c1cccc([N+](=O)[O-])c1)C2(C)C (stereo not given) ?
DENV2 CPE rescue: -5; ERp5 block: -2; SIRT5 block: 1; ERAP1 inh: -17; Casp6 inh: 1; CFTR F508del cor: 2.9

How did Cc1ccc(S(=O)(=O)N(C)C[C@H]2OCCCC[C@H](C)Oc3ccc(NC(=O)C4CCCCC4)cc3C(=O)N([C@H](C)CO)C[C@@H]2C)cc1 do in these assays?
DENV2 CPE rescue: inconclusive; miR-122 sensor: 3[16.7 µM]; CFTR F508del cor: -2.3

Results for O=C(COc1ccc(Br)cc1)NCCNC(=O)c1ccccn1 ?
DENV2 CPE rescue: 7; ERp5 block: -3; SIRT5 block: -2; ERAP1 inh: -2; Casp6 inh: 0; miR-122 sensor: -2; CFTR F508del cor: -0.2

What do the screens show for `S=C(NCC1CCCO1)Nc1cccc2ccccc12` (stereo not given)?
DENV2 CPE rescue: 3; ERp5 block: -1; SIRT5 block: 2; ERAP1 inh: -1; Casp6 inh: 2; miR-122 sensor: 14; CFTR F508del cor: -0.8

Structures above containing an NH in an aromatic ring:
What do the screens show for `COC(=O)CSCc1nc2ccccc2[nH]c1=O`?
DENV2 CPE rescue: -10; ERp5 block: 5; SIRT5 block: 0; ERAP1 inh: -6; Casp6 inh: 7; miR-122 sensor: -3; CFTR F508del cor: -2.8

What do the screens show for `O=c1[nH]c(=O)c2nc(-c3ccc(Cl)cc3)cnc2[nH]1`?
DENV2 CPE rescue: -2; ERp5 block: 2; SIRT5 block: -2; ERAP1 inh: -21; Casp6 inh: 0; miR-122 sensor: -3; CFTR F508del cor: 0.3

Back to the main list, repeating the two entries before the break.
Results for O=C(COc1ccc(Br)cc1)NCCNC(=O)c1ccccn1 ?
DENV2 CPE rescue: 7; ERp5 block: -3; SIRT5 block: -2; ERAP1 inh: -2; Casp6 inh: 0; miR-122 sensor: -2; CFTR F508del cor: -0.2

What do the screens show for `S=C(NCC1CCCO1)Nc1cccc2ccccc12` (stereo not given)?
DENV2 CPE rescue: 3; ERp5 block: -1; SIRT5 block: 2; ERAP1 inh: -1; Casp6 inh: 2; miR-122 sensor: 14; CFTR F508del cor: -0.8

What do the screens show for `OC[C@@H]1[C@H](c2ccc(C#CC3CC3)cc2)[C@H]2CN(CCC(F)(F)F)CCCCN12`?
DENV2 CPE rescue: 2; ERp5 block: 0; SIRT5 block: -2; ERAP1 inh: 1; Casp6 inh: -2; miR-122 sensor: 4[16.7 µM]; CFTR F508del cor: 0.8

What do the screens show for `CCCOc1ccc(-c2nc(SCc3ccccc3)[nH]c(=O)c2C#N)cc1OC`?
DENV2 CPE rescue: -2; ERp5 block: 0; SIRT5 block: -2; ERAP1 inh: -1; Casp6 inh: -3; miR-122 sensor: -9; CFTR F508del cor: 1.0

What do the screens show for `CCc1cc(-c2nnn(CCC3COCCO3)c2CC)cc(CC)c1-c1cn(CCc2c[nH]c3ccccc23)nn1` (stereo not given)?
DENV2 CPE rescue: 1; ERp5 block: -3; SIRT5 block: 0; ERAP1 inh: 3; Casp6 inh: 2; miR-122 sensor: 5; CFTR F508del cor: -2.7

Results for COc1ccc([C@@H]2[C@@H]3C(=O)N(C(C)(C)C)C(=O)[C@@H]3[C@]3(C)C(=O)N(c4ccccc4)C(=O)N23)cc1 ?
DENV2 CPE rescue: -2; ERp5 block: 4; SIRT5 block: -4; ERAP1 inh: -1; Casp6 inh: 1; CFTR F508del cor: 0.1

What do the screens show for `COc1ccc2[nH]c(=O)c(CN(C(=O)NC3CCCCC3)C3CCCCC3)cc2c1`?
ERp5 block: -1; SIRT5 block: -1; ERAP1 inh: 9; Casp6 inh: 1; miR-122 sensor: -1

What do the screens show for `Cc1nc2ccccc2nc1-c1ccc([N+](=O)[O-])cc1`?
DENV2 CPE rescue: -7; ERp5 block: 3; SIRT5 block: 4; ERAP1 inh: -1; Casp6 inh: -1; CFTR F508del cor: -2.9

What do the screens show for `C[C@H]1CN([C@@H](C)CO)C(=O)Cc2cc(NC(=O)Nc3ccccc3)ccc2O[C@@H]1CN(C)C(=O)Nc1ccc2c(c1)OCO2`?
ERp5 block: -4; SIRT5 block: 6; ERAP1 inh: 1; Casp6 inh: 0; miR-122 sensor: 30[16.7 µM]; CFTR F508del cor: -1.9

How did CCC(=O)Nc1nnc(SCc2ccccc2F)s1 do in these assays?
DENV2 CPE rescue: -6; ERp5 block: -2; SIRT5 block: -1; ERAP1 inh: 4; Casp6 inh: 2

How did CC(C)C[C@@H]1Cc2[nH][nH]c(=O)c2[C@H](c2ccc(Cl)cc2)O1 do in these assays?
DENV2 CPE rescue: 7; ERp5 block: -6; SIRT5 block: 0; ERAP1 inh: -1; Casp6 inh: 0; CFTR F508del cor: -0.2

How did CN(C)c1nc(NN)nc(Nc2ccc(F)cc2)n1 do in these assays?
DENV2 CPE rescue: -8; ERp5 block: -1; SIRT5 block: 0; ERAP1 inh: -1; Casp6 inh: 3; miR-122 sensor: 4; CFTR F508del cor: -1.1

Results for Cc1ccccc1S(=O)(=O)N(C)C[C@H]1OCc2cn(nn2)CCCC(=O)N([C@H](C)CO)C[C@H]1C ?
DENV2 CPE rescue: -4; ERp5 block: 4; SIRT5 block: 0; ERAP1 inh: 1; Casp6 inh: -1; miR-122 sensor: 0[16.7 µM]; CFTR F508del cor: 0.7

What do the screens show for `Cc1ccc(CNC(=O)CCS(=O)(=O)c2ccc3nc(C)sc3c2)cc1`?
DENV2 CPE rescue: 2; ERp5 block: 0; SIRT5 block: -4; ERAP1 inh: 6; Casp6 inh: -2; miR-122 sensor: -17; CFTR F508del cor: 1.2

How did COC(=O)COc1cccc(NC(=O)c2ccc(Cl)cc2)c1 do in these assays?
ERp5 block: 2; SIRT5 block: -6; ERAP1 inh: 12; Casp6 inh: -1; CFTR F508del cor: -0.3

What do the screens show for `C[C@H](CO)N1C[C@H](C)[C@@H](CN(C)Cc2ccc3c(c2)OCO3)Oc2ccc(NC(=O)Cn3cnnn3)cc2C1=O`?
DENV2 CPE rescue: 14; ERp5 block: 6&0; SIRT5 block: 0; ERAP1 inh: 0&1; Casp6 inh: 1&-7; miR-122 sensor: 6[16.7 µM]; CFTR F508del cor: 2.1&0.7

How did COc1ccc(CCNC(=O)c2cc3c(C)nccc3[nH]c2=O)cc1OC do in these assays?
DENV2 CPE rescue: 1; ERp5 block: -4; SIRT5 block: -8; ERAP1 inh: -1; Casp6 inh: 1; miR-122 sensor: -3; CFTR F508del cor: 1.5

Fetched one by one from above, two records:
What do the screens show for `CCc1cc(-c2nnn(CCC3COCCO3)c2CC)cc(CC)c1-c1cn(CCc2c[nH]c3ccccc23)nn1` (stereo not given)?
DENV2 CPE rescue: 1; ERp5 block: -3; SIRT5 block: 0; ERAP1 inh: 3; Casp6 inh: 2; miR-122 sensor: 5; CFTR F508del cor: -2.7

How did CCC(=O)Nc1nnc(SCc2ccccc2F)s1 do in these assays?
DENV2 CPE rescue: -6; ERp5 block: -2; SIRT5 block: -1; ERAP1 inh: 4; Casp6 inh: 2
